# p53ts 32C tox – cytotoxicity in p53ts cells at permissive temperature | AID 924 | H1299-p53A138V at 32C, ATP luminescence viability, 24 h | Potency, µM (top dose mostly 46.1 µM), without a hit: at the top dose activity change, negative = cytotoxicity, most hits filed as cytotoxic | 0.93% of 130,000 active;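 also: 0% = DMSO and -100% = full killing by reference compound; nearly all actives have a fitted effect of over 55% in size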
#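 H1299-p53 A138V cells (temperature-sensitive p53) exposed 24 h to up to 46 uM compound at 32C, where p53 is wild-type in conformation. Viability read as ATP luminescence and normalised to DMSO and 100 uM tamoxifen. AC50 fitted with the Hill equation.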
# Imprint erasure – induces erasure of genomic imprints in mouse ES cells; mouse ES Peg3-LacZ reporter, beta-gal luminescence, 40 h; AID 1948; 0.02% of 110,000 active; Potency, µM (top dose mostly 60.7 µM), without a hit: top-dose activity change, positive = activation, most hits filed as activators;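 also: 0% = negative control wells on the plate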
#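 Gelatin-coated wells received 300 freshly trypsinized female ES cells with a Peg3LacZ-Neo reporter on the maternal allele, then incubated 40 hours at 37C. BetaGlo was added for 5 minutes at room temperature before a single luminescence read.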
# IkB signaling – inhibitors of IkB signaling in ABC-DLBCL cells; ABC-DLBCL IkBa-CBG/CBR dual luciferase ratio, 4 h; response scale: scaled: untreated 0%, proteasome inhibitor 100%; AID 445; 0.04% of 110,000 active; Potency, µM (titrated, usually from 57.1 µM), inactives show top-dose IkBa stabilization activation; active = well fitted curve in the direction sought with a large enough effect in the signal ratio, not every such curve was filed as active; inconclusive = small, poorly fitted or top-dose-only effect, or a change in a side signal; the % refers to the signal ratio;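 also: the direction sought is a rising ratio; 0% = basal untreated cells and 100% = reference inhibitor full response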
#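 In this assay, an IκBα–CBG68 fusion accumulates when IKK-driven degradation is blocked; native CBR normalizes for cell number. OCI-Ly3 cells were treated 4 h with compound and doxycycline, then green and red light read after Chroma-Glo addition.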
# p53ts 39C tox – p53ts cell cytotoxicity, nonpermissive temperature; 1.5% of 130,000 active; Potency, µM (top dose mostly 46.1 µM), inactives show at the highest dose activity change, negative = cell killing, usual class: cytotoxic; H1299-p53A138V viability at 39C, ATP luminescence, 24 h; also: nearly all actives have a fitted effect of over 55% in size
# Numbers without * were called inactive; ? = inconclusive; . = not tested or not shown; [ ] = another dose, or the depositor's remark. Unless noted, calls follow the shape of the dose curve; as a rule, active = well fitted curve in the direction sought with a large enough effect; inconclusive = small, poorly fitted or top-dose-only effect, or another doubt; inactive = no such curve, though single readings can be large; an effect the other way counts as inactive or inconclusive. Unless noted, % is scaled to controls: 0 for no effect and ±100 for the full control effect; potency is read from the fitted curve at half-maximal effect.
SMILES,p53ts 32C tox,Imprint erasure,IkB signaling,p53ts 39C tox
CCS(=O)(=O)N1CCC(NC(C)=O)(c2ccccc2)CC1,-2.4%,-2.5%,0.0%,3.6%
O=S(=O)(c1ccc(Cl)cc1)N1CCN(C2CCCCCC2)CC1,-6.3%,-9.8%,0.2%,3.6%
O=C(OC1CCOC1=O)c1ccc2ccccc2n1 (stereo unspecified),-3.1%,-15.2%,0.6%,-5.0%
CC(=O)Nc1cccc(NC(=O)c2c(-c3c(Cl)cccc3Cl)noc2C)c1,-0.5%,-3.5%,?,2.6%
COc1ccc(NC(=O)CCS(=O)(=O)c2ccc3nc(C)sc3c2)cc1Cl,15.8%,-10.5%[10.9 µM],?,-3.7%
COc1ccc(NC(=O)CSc2nc(-c3ccc(OC)c(OC)c3)[nH]c2-c2ccc(C)cc2)cc1,17.2%,-11.9%[10.9 µM],21.1%,?
COc1ccc(-c2cc(C(=O)N3CCN(C(c4ccccc4)c4ccccc4)CC3)no2)cc1OC,-0.7%,3.3%,?,3.6%
CN1CCN(C(=O)C(Cc2ccccc2)NS(=O)(=O)c2ccc3c(c2)CCC(=O)N3)CC1 (stereo unspecified),-0.1%,-10.2%,-0.5%,-4.6%
Cn1c(=O)c2c(nc(N3CCOCC3)n2Cc2ccccc2)n(C)c1=O,-1.4%,-10.4%[10.9 µM],-1.6%,13.1%
CC(=O)c1ccc(OC(C)C)c(CN2CCCCC2)c1,-2.3%,-9.9%,-0.4%,-6.6%
CCC(CC)C(=O)Nc1nnc(-c2cccs2)s1,-1.6%,-2.6%,0.1%,-4.0%
CN(C)c1ccc(C(=O)OCC(=O)Nc2ccc(S(N)(=O)=O)cc2)cc1,3.2%,-1.1%,0.4%,4.4%
CCOC(=O)c1ccc(N2CCN(c3cc(C)ccc3C)CC2)c(NC(=O)Nc2ccc(CC)cc2)c1,3.8%,-11.9%[10.9 µM],-1.7%,?
CCCn1c(-c2ccc(F)cc2)nc2c(NCCN(CC)CC)nc(C)nc21,-10.9%,-3.7%,.,-14.0%
Cc1cc(C)c(Nc2ncnc3c2cnn3C)c(C)c1,12.4%,7.3%[10.9 µM],-5.6%,-28.6%
C[C@@H]1/C=C\CC(=O)OC[C@H]2O[C@@H](C=C[C@@H]2O)[C@H](C)/C=C\CC(=O)OC1,7.4%[9.22 µM],.,.,-0.4%[9.22 µM]
COc1cc(NC(=O)c2nc3ccccc3n(C)c2=O)cc(OC)c1OC,-4.9%,3.4%[10.9 µM],?,-18.6%
COc1cc(C)nc(N2CCC(C(N)=O)CC2)n1,1.8%,8.3%,0.2%,-2.7%
Cc1cccn2c(=O)c3cc(C(=O)NCC4CCCO4)n(C)c3nc12 (stereo unspecified),3.5%,-2.4%,-1.6%,4.5%
COc1ccc(N2CCN(C(c3nnnn3CCc3ccccc3)C(C)C)CC2)cc1 (stereo unspecified),0.6%,-15.8%,1.9%,-5.4%
O=S(=O)(c1ccc(Cl)cc1)c1nc(-c2cccc(Br)c2)oc1NCc1ccccc1,14.2%,-13.4%[10.9 µM],-1.8%,2.8%
CC(C)CNc1nc(N)[nH]c(=O)c1NC=O,3.9%[9.22 µM],-10.7%[10.9 µM],0.1%[11.4 µM],-1.3%[9.22 µM]
CN=C(Nc1cc(C)nn1-c1ccccc1)c1ccc(F)cc1,3.0%,-1.0%,-2.1%,-6.1%
FC(F)(F)c1ccc(N2CCOCC2)c(NC2=NCCCCC2)c1,-3.2%,-20.7%,0.6%,-7.9%
O=C(Cn1cc2c(n1)CCCCC2)NC1CCCCCC1,-2.9%,-14.3%,-0.7%,6.6%
CN(CCOC(=O)c1ccc2c(c1)OCCO2)C(C)(C)C,-4.0%,.,.,7.7%
CCCc1nnc(NC(=O)CCC(=O)N2CCCCCC2)s1,4.3%,-9.4%,3.4%,0.3%
CC(NC(=O)c1nn(C)c2c1CSc1ccccc1-2)c1ccccc1 (stereo unspecified),-5.9%,-7.7%[10.9 µM],-1.5%,3.3%
CC(C)CN(c1ccccc1)S(=O)(=O)c1nnc(NC(=O)c2ccco2)s1,?,-22.2%[10.9 µM],3.2%,?
CCCCCCNC(=O)c1c[nH]c2ccc(S(=O)(=O)N(C)c3ccc(C(C)C)cc3)cc2c1=O,2.0%,?,0.9%,-27.0%
CC(C(=O)N1c2ccccc2Sc2ccccc21)n1nnc(-c2cccs2)n1 (stereo unspecified),9.9%,-8.0%,1.7%,14.7%
CCCC(=O)Nc1cccc(-c2cn3cccnc3n2)c1,-11.9%,?,-1.3%,-21.1%
CCOc1ccc(C(=O)Nc2cc(OC)ccc2OC)cc1,-25.5%,-11.9%,2.9%,-4.7%
CCOc1ccc(Br)cc1C1C(C(=O)OC)=C(C)NC2=C1C(=O)c1ccccc12 (stereo unspecified),11.6%,4.8%[10.9 µM],?,-3.2%
COc1ccc(N2CC(C(=O)NC3CC(C)(C)NC(C)(C)C3)CC2=O)cc1 (stereo unspecified),-2.4%,4.8%,4.9%,2.9%
Cc1cccc2sc(N(Cc3cccnc3)C(=O)Cc3ccccc3)nc12,-2.1%,-9.6%[10.9 µM],?,25.4%
Cc1sc2nc(SCC(=O)N3CCN(CCO)CC3)n(-c3ccccc3)c(=O)c2c1C,23.6%,.,.,15.3%
COc1cc(C(=O)N(CCc2ccccc2)C2=CC3CCC(C2)N3C)cc(OC)c1OC (stereo unspecified),-6.3%,.,.,1.6%
COCCn1c(=O)cnc2cnc(N3CCOCC3)nc21,2.9%,-2.8%,0.9%[11.4 µM],10.0%
CN(CCO)c1ncnc2nc[nH]c12,-18.8%,-26.5%,5.5%,-11.9%
COc1cccc(C2C(C(=O)Nc3ccccc3OC)=C(C)Nc3nc(-c4ccco4)nn32)c1 (stereo unspecified),2.1%,-7.2%[10.9 µM],?,1.0%
CC(=O)Nc1ccc(S(=O)(=O)N2CCN(c3ccc(C)c(Cl)c3)CC2)cc1,-2.4%,-7.9%,1.5%,-6.5%
CC(=O)c1ccc(NC2CC(O)C(O)CO2)cc1 (stereo unspecified),1.2%,9.1%,0.0%,-8.6%
O=C(NCc1noc2ccccc12)Nc1ccc(F)cc1F,-11.4%,-7.8%[10.9 µM],?,-18.9%
O=C(Cn1nc(-c2ccccc2)c2c(c1=O)CCCC2)Nc1ccc(F)c(Cl)c1,13.1%,15.4%[10.9 µM],?,-0.4%
Cc1ccc2[nH]c(=O)c(CN(CCO)Cc3nnnn3CCc3ccccc3)cc2c1,-19.6%,.,15.2%,-16.2%
CN1CCCC(C(=O)C(C#N)c2ccccc2)C1 (stereo unspecified),-1.0%,-5.6%,-0.7%,3.1%
COc1cc(NC(=O)c2ccccc2)ccc1NC(=O)c1cc2ccccc2o1,-20.9%,-14.9%[10.9 µM],0.8%,?
O=C(NCc1cccnc1)C(C(=O)c1ccc(F)cc1)n1ccccc1=O (stereo unspecified),6.6%,-10.6%,1.8%,5.4%
CC(Oc1ccc(Cl)cc1Cl)c1nc(-c2ccc(NC(=O)c3cccnc3)cc2)no1 (stereo unspecified),-7.0%,-21.5%,?,-17.6%
CNS(=O)(=O)c1cccc(C(=O)OCC(=O)c2cc(C)n(-c3ccc4c(c3)OCO4)c2C)c1,1.9%,-12.2%,?,-7.8%
C=CCn1c(=O)[nH]c2cc(C(=O)N3CCN(c4cccc(Cl)c4)CC3)ccc2c1=O,-9.8%,-12.6%,?,-17.3%
Cn1nnc2cc(C(=O)N3CCN(c4ccccc4)CC3)ccc21,11.4%,-0.4%,1.2%,8.3%
CCOc1cc2[nH]c(=S)n(CC3CCCO3)c(=O)c2cc1OCC (stereo unspecified),-3.0%,4.9%,-0.6%,5.7%
CCOC(=O)c1c(-c2ccccc2)oc2ccc(N(C(C)=O)S(=O)(=O)c3ccc(CC)cc3)cc12,8.5%,-12.0%[10.9 µM],?,14.0%
Cn1c(Cn2c(=O)sc3ccccc32)nnc1SCC(=O)NC1CCCCC1,1.6%,-0.7%,6.5%,19.0%
CNC(=O)C1CCN(Cc2cc3ccccc3n2Cc2ccccc2C)CC1,6.0%,-7.1%[10.9 µM],?,-13.7%
CN1C(=O)C2(SCC(=O)N2c2cccc(C(F)(F)F)c2)c2ccccc21 (stereo unspecified),2.9%,9.6%[10.9 µM],1.7%,-9.7%
c1ccc(CNC2=NCCC2)nc1,-6.5%,-6.9%,1.0%,5.8%
CN(c1ccccc1)c1nc(N2CCCC2)nc(-n2ccnc2)n1,-5.5%,-6.7%,?,19.9%

# Rewritten bar-delimited: part of the list above.
smiles | p53ts 32C tox | Imprint erasure | IkB signaling | p53ts 39C tox
CCCn1c(-c2ccc(F)cc2)nc2c(NCCN(CC)CC)nc(C)nc21 | -10.9% | -3.7% | . | -14.0%
Cc1cc(C)c(Nc2ncnc3c2cnn3C)c(C)c1 | 12.4% | 7.3%[10.9 µM] | -5.6% | -28.6%
C[C@@H]1/C=C\CC(=O)OC[C@H]2O[C@@H](C=C[C@@H]2O)[C@H](C)/C=C\CC(=O)OC1 | 7.4%[9.22 µM] | . | . | -0.4%[9.22 µM]

# (next part)
SMILES,p53ts 32C tox,Imprint erasure,IkB signaling,p53ts 39C tox
CCOC(=O)CNC(=O)N1CCN(S(=O)(=O)c2ccc3c(ccn3C)c2)CC1,1.8%,-10.6%[10.9 µM],1.7%,-10.3%
COc1ccc2cc(CN(C(=O)Nc3ccccc3)C3CCCC3)c(=O)[nH]c2c1,-4.1%,-12.1%,?,-8.1%
S=C(Nc1ccccn1)c1ccccn1,?,-81.0%[inhibitor],?,?
COc1ccc(OC)c(CNC(=O)CN2N=C(c3ccc(Cl)cc3)CCC2=O)c1,-3.8%,-11.6%[10.9 µM],0.7%,-22.2%
CCCCCC1CC(CC(=O)Nc2ccc([N+](=O)[O-])cc2)C(=O)O1 (stereo unspecified),-5.7%,.,.,-17.3%
Cc1cc(C(=O)CN2C(=O)NC(C)(c3cccc(Br)c3)C2=O)c(C)n1Cc1ccco1 (stereo unspecified),42.7%[activator],-25.1%,?,105.3%[activator]
CCOc1[nH]c(/N=C/c2ccco2)c(C#N)c1C#N,-4.5%,6.1%,0.7%,4.1%
NC(=O)NC(CC(=O)OCC(=O)NC(=O)NCc1ccco1)c1ccc(Cl)cc1 (stereo unspecified),3.8%,2.2%,1.5%,-12.5%
COc1ccc(C)cc1NC(=O)c1ccc(NS(=O)(=O)c2c(C)noc2C)cc1,2.4%,20.1%[10.9 µM],-1.9%,-1.2%
COc1ccc(CCN2C(=O)c3[nH]nc(-c4ccccc4O)c3C2c2ccccc2)cc1OC (stereo unspecified),2.8%,-9.4%,?,-7.6%
Cc1ccc(NC(=O)Cn2cc(C(=O)c3ccco3)c3ccccc32)cc1C,3.5%,-6.7%[10.9 µM],?,-13.4%
COc1ccc(C)cc1NC(=O)c1cc(S(=O)(=O)N2CCC(C)CC2)cn1C,4.0%,-3.7%[10.9 µM],0.3%,?
CCC(=O)Nc1cccc(NC(=O)CN2CCN(c3ccccc3OC)CC2)c1,-8.9%,-12.6%,1.2%,-2.2%
COc1ccc2cc(-c3nnc(Nc4ccccc4)s3)c(=O)oc2c1,-6.5%,-14.1%[10.9 µM],?,-17.2%
COc1ccc2c(c1)CCc1c(C(=O)Nc3c(C)nn(Cc4ccccc4)c3C)noc1-2,2.6%,-13.4%[10.9 µM],?,0.4%
O=S(=O)(Nc1ccc(-c2cn3ccsc3n2)cc1)c1ccc2c(c1)OCCO2,-13.0%,-13.1%,?,-14.7%
O=C(NCc1cccc(Cl)c1)c1cccnc1,9.1%,-0.6%,-0.4%,7.5%
Cc1ccc(O)c(NC(=O)CCS(=O)(=O)c2nc(-c3cccs3)cc(C(F)(F)F)n2)c1,?,23.5%[10.9 µM],?,?
O=C(Cc1ccc(F)cc1)N1CCC(c2nc3c(nnn3Cc3ccc(Cl)cc3)c(=O)[nH]2)CC1,7.0%,-7.0%[10.9 µM],?,-2.6%

# A second format for 2 compounds above:
S=C(Nc1ccccn1)c1ccccn1
  p53ts 32C tox: ?; Imprint erasure: -81.0%[inhibitor]; IkB signaling: ?; p53ts 39C tox: ?
Cc1ccc(NC(=O)Cn2cc(C(=O)c3ccco3)c3ccccc32)cc1C
  p53ts 32C tox: 3.5%; Imprint erasure: -6.7%[10.9 µM]; IkB signaling: ?; p53ts 39C tox: -13.4%

# Screening data from PubChem.
